High-throughput results: PubChem, several laboratories
LEDGF integ inh: blocks HIV-1 LEDGF/p75-dependent DNA integration | inhibition, % at 3.7 µM | 0.64% of 370,000 active | TR-FRET IN-LEDGF/p75 DNA integration, Eu/Cy5;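 active = inhibition above the screen-wide mean plus 3 SD, cut at about 13% in these data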;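 note: signal is the Cy5 over europium emission ratio at 671 and 618 nm; 0% = plate median of compound wells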
MBD2 inh: MBD2-methylated oligo binding inhibition. Q9UBB5. TR-FRET, MBD2 binding to methylated oligonucleotide. inhibition, % at 4.4 µM. 0.31% of 370,000 active; in the data active = inhibition above about 13%
Target sequence (Q9UBB5 whole entry, looked up): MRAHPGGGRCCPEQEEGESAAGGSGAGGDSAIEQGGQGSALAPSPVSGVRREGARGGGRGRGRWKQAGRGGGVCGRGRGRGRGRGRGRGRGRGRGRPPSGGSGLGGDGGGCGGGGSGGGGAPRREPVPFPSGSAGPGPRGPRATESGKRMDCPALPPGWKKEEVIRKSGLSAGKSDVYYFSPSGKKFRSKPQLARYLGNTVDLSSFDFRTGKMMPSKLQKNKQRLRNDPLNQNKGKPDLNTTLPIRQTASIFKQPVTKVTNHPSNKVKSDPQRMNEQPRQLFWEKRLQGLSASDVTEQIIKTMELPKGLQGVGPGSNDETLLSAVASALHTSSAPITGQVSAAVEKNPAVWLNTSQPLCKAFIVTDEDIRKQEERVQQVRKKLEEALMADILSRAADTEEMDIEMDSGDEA
GC-B act: GC-B (human) receptor activation; HEK293-GC-B cells, CNP EC30, cGMP TR-FRET; 0% at EC30 CNP, 100% saturating CNP; P20594; 0.11% of 370,000 active; activation, % at 10 µM; AID 1920062;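 active = activation at 10 µM reaching about 35% in either raw or pattern-adjusted values, limit read from the data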
ABHD4 inh: ABHD4 (mouse) inhibition, primary FP screen | inhibition, % at 8.92 µM | 0.54% of 370,000 active | Q8VD66 | purified mABHD4, FP-Rh probe fluorescence polarization;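 active = inhibition exceeding the mean over every tested compound plus 3 SD, cut at about 30% in these data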;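 note: 0% = plate median of compound wells and 100% = S159A mutant with DMSO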
Target sequence (Q8VD66 whole entry, looked up): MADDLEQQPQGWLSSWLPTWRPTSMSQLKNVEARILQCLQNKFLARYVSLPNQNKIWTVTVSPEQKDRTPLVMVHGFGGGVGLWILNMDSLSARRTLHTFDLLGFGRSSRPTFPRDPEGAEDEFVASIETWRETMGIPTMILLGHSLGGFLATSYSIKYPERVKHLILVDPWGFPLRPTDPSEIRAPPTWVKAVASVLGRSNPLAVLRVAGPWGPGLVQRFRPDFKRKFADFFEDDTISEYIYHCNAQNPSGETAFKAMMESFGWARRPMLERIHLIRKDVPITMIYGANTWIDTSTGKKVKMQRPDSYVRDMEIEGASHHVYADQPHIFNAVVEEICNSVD
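Test system: mABHD4 protein; Read-out basis: % inhibition; Incubation: 45 min + 60 min at 25 °C; Repeats: single replicate; Technique: fluorescence polarization with parallel and perpendicular emission, 525/598 nm; Compound: 8.92 µM, single dose; Benchmarks: full inhibition S159A mutant plus DMSO, zero as sample-well median.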
HTRA1 inhibitor: HTRA1 (human) protease inhibition | Q92743 | recombinant HTRA1, FP-rhodamine activity-based probe, fluorescence polarization | inhibition, % at 5.96 µM | 0.5% of 340,000 active; in the data active = inhibition above about 36%;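 note: 0% = enzyme with DMSO and 100% = wells lacking enzyme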
rCAG RNA binder: r(CAG) repeat RNA binding | inhibition, % at 3 µM | TO-PRO-1 dye displacement fluorescence | AID 651821 | 1.3% of 370,000 active;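 active = inhibition above the plate cutoff, the mean of all test compounds on that plate plus 3 SD, cut at about 35% in these data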;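 note: 0% = DMSO alone and 100% = 100 µM mitoxantrone as full dye displacement; higher means more dye released from RNA so lower well fluorescence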
TDP2 absorb: TDP2 (human) inhibition, absorbance primary screen; 0.34% of 370,000 active; inhibition, % at 12.8 µM; recombinant TDP2, T5PNP hydrolysis, p-nitrophenol absorbance 415 nm; O95551; AID 720702;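 active = inhibition above the mean of all tested compounds plus 3 SD, set per campaign, cut at about 25% in these data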;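 note: 0% = DMSO with enzyme and 100% = buffer with substrate but no TDP2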
Target sequence (O95551 whole entry, looked up): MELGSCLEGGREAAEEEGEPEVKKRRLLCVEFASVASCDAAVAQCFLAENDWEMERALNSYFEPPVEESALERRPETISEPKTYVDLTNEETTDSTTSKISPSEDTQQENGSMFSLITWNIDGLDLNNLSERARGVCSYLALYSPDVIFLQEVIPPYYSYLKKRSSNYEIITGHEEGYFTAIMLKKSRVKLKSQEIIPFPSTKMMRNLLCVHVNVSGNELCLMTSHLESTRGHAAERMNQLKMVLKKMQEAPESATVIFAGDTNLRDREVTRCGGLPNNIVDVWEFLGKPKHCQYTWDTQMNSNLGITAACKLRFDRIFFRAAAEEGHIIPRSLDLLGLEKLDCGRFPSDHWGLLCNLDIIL
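System: recombinant human TDP2 / Amount: 120 nM TDP2 per well / Also added: 5 mM T5PNP chromogenic substrate / Doses: 12.8 µM single point, 1% DMSO / Incubation: 2 h at 37 °C / Detection: p-Nitrophenol epi absorbance / Evaluation: % inhibition relative to enzyme-containing and enzyme-free wells / Repeats: singlicate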
SIAE primary: blocks human sialic acid acetylesterase | inhibition, % at 9.66 µM | Q9HAT2 | 0.69% of 370,000 active | SIAE FP-Rh probe binding, fluorescence polarization;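 active = inhibition above a cutoff: mean of compounds within the control limits plus 3 SD of those, cut at about 17% in these data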;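 note: 0% = plate median of compound wells and 100% = probe without SIAE protein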
TCR CD3 inh: human TCR-CD3 binding inhibition. TAMRA-labeled TCR probe fluorescence, biochemical. inhibition, % at 9.4 µM. 0.37% of 360,000 active. AID 651800; in the data active = inhibition above about 19%;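 note: recombinant mutant TCR 2C K166C tagged with TAMRA read by polarization; 0% = receptor in buffer alone and 100% = receptor with positive control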
PRMT1 FP inh: inhibitors of human PRMT1; Q99873; recombinant PRMT1, activity-based probe fluorescence polarization; inhibition, % at 2.79 µM; 1.3% of 370,000 active;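 active = inhibition above about 21% made by adding two undisclosed values, limit read from the data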
An asterisk follows results filed as active; . = no result given.

SMILES	LEDGF integ inh	MBD2 inh	GC-B act	ABHD4 inh	HTRA1 inhibitor	rCAG RNA binder	TDP2 absorb	SIAE primary	TCR CD3 inh	PRMT1 FP inh
O=[N+]([O-])c1cccc(NC(=S)N2CCCC2)c1	2	7	2	-2	2	-1	24	3	-6	2
Cc1ccc(C(Sc2ccccc2)C(Cn2cncn2)C(=O)c2ccccc2)cc1 (centres undefined)	-2	-3	-5	-2	-29	3	4	-3	5	1
COCC(C)N=C1SCCN1Cc1ccccc1 (centres undefined)	4	-3	0	4	0	-2	9	3	4	-2
O=S(=O)(NCC1(N2CCOCC2)CCCCC1)c1ccc(F)cc1	6	1	6	1	-1	-4	-4	2	1	-12
CN(Cc1ccccc1)C(NC(=O)c1ccco1)C(Cl)(Cl)Cl (centres undefined)	-9	5	-2	0	1	0	-4	-2	-2	1
O=C(NC1CC1)c1ccc(-c2cnc3cccnn23)cc1	-1	-2	-4	5	.	1	2	-2	-3	-1
O=C(Nc1nc2ccc(S(=O)(=O)N3CCOCC3)cc2s1)c1cccs1	-1	4	2	-3	-5	9	1	-10	-2	3
N#CCCn1nc(-c2ccc(Br)cc2)cc1Nc1ccccc1NC(=O)C(F)(F)F	0	-2	-1	-29	-19	9	-13	2	-4	2
COc1ccc(S(=O)(=O)CC(=O)Nc2nnc(C(F)(F)F)s2)cc1	1	3	2	0	-6	5	3	8	3	1
COc1ccc(S(=O)(=O)Cc2ccc(C(=O)NC3CCCC3)o2)cc1	-5	2	6	4	2	-2	12	-2	-3	6
N/C(=N\OC(=O)COc1ccccc1)c1ccccn1	0	-10	1	-2	-1	-1	1	3	8	-4
Cc1ccc(CC(=O)NCC(C)C)cc1	0	-4	5	3	-1	1	-2	1	13	-3
O=C(CCN1C(=O)COc2ccccc21)NCCN1CCN(c2ccccc2F)CC1	0	-3	-3	4	3	-8	-7	-3	0	0
Cc1ccc(-n2c(Cn3nc(C(F)F)cc3C(F)F)n[nH]c2=S)cc1	-1	-3	-2	3	-2	1	10	8	2	1
COc1ccc(C(NC(=O)C2CCN(CCOc3ccc(Cl)cc3Cl)CC2)c2cccs2)cc1 (centres undefined)	-4	0	5	6	.	3	3	-5	-2	0
O=C(COC(=O)CN1C(=O)C2CC=CCC2C1=O)Nc1cccc([N+](=O)[O-])c1 (centres undefined)	-2	4	-3	1	-1	3	-3	6	-11	2
CN(C(=O)c1cc(S(=O)(=O)N2CCc3ccccc32)cn1C)C1CCCCC1	-1	1	-19	-2	-7	0	-1	4	2	-2
CC(OC(=O)c1cc2c(ccc3ccccc32)oc1=O)c1nc2ccccc2s1 (centres undefined)	2	-5	-5	1	-9	4	9	1	11	-3
CCCCNC(=O)c1ccc2nc(CC)c(N(C)Cc3cccs3)n2c1	0	4	5	4	.	-1	1	-2	-1	2
Cc1cccc(/C=N/NC(=O)c2cc(-c3cccnc3)nc3ccccc23)c1	-3	-1	4	0	3	-1	-8	-4	0	-1
CC(C)CCN1CCN(Cc2cccs2)CC1CCO (centres undefined)	2	-2	7	1	7	-4	-6	-2	10	-6
COc1cc(C2(c3ccc(O)c(OC)c3)C(=O)Nc3c(Br)cc(Br)cc32)ccc1O	-2	0	-15	-6	21	-1	4	1	1	4
Cc1cccc(N2CCN(C(=O)c3ccoc3C)CC2)c1C	-5	10	-1	-10	0	2	-4	0	4	6
COCCCNC(=O)CN(CCc1ccccc1)S(=O)(=O)c1ccc(OC)cc1	-1	-1	3	6	3	-4	0	-3	-5	1

Compound profiles, from the list above. Order of values: LEDGF integ inh	MBD2 inh	GC-B act	ABHD4 inh	HTRA1 inhibitor	rCAG RNA binder	TDP2 absorb	SIAE primary	TCR CD3 inh	PRMT1 FP inh
Cc1cccc(N2CCN(C(=O)c3ccoc3C)CC2)c1C is listed as -5	10	-1	-10	0	2	-4	0	4	6
O=C(COC(=O)CN1C(=O)C2CC=CCC2C1=O)Nc1cccc([N+](=O)[O-])c1 (centres undefined) is listed as -2	4	-3	1	-1	3	-3	6	-11	2
CC(OC(=O)c1cc2c(ccc3ccccc32)oc1=O)c1nc2ccccc2s1 (centres undefined) is listed as 2	-5	-5	1	-9	4	9	1	11	-3
O=C(CCN1C(=O)COc2ccccc21)NCCN1CCN(c2ccccc2F)CC1 is listed as 0	-3	-3	4	3	-8	-7	-3	0	0
CC(C)CCN1CCN(Cc2cccs2)CC1CCO (centres undefined) is listed as 2	-2	7	1	7	-4	-6	-2	10	-6

The list goes on:
SMILES	LEDGF integ inh	MBD2 inh	GC-B act	ABHD4 inh	HTRA1 inhibitor	rCAG RNA binder	TDP2 absorb	SIAE primary	TCR CD3 inh	PRMT1 FP inh
O=C(c1ccco1)N1CCN(CCOc2ccccc2)CC1	4	-6	-2	-3	2	-4	2	-3	5	-4
Cc1ccc(S(=O)(=O)N2CCCC2C(=O)N2CCc3ccccc3C2)cc1 (centres undefined)	4	1	3	-2	.	4	-2	-3	.	-4
O=C(NCCCN1CCOCC1)c1ccc(CSc2ccc(Cl)cc2)cc1	1	-6	4	0	-4	-7	-2	2	-1	1
CCC(C)(C)NC(=O)CN(C(=O)CNS(=O)(=O)c1ccccc1)c1ccccc1	1	-5	5	-1	1	-6	-2	3	2	-2
COc1ccc(C2C(C(=O)N3CCN(C)CC3)c3ccccc3C(=O)N2C2CCCCC2)cc1 (centres undefined)	2	10	-12	10	-4	-10	1	4	1	0
CCCCOC(=O)C1=C(C)Nc2nnnn2C1c1ccc(OC)c(OC)c1OC (centres undefined)	0	5	-6	1	-12	-5	10	5	4	-3
O=C1CSC(c2cccc([N+](=O)[O-])c2)N1CCN1CCCCC1 (centres undefined)	-1	3	-3	1	-5	-3	12	-2	3	-2
Cc1ccc(CNC(=O)c2ccc(NC(=O)C3=CSCCO3)cc2)cc1	-3	-1	-1	4	-32	-1	1	-5	-2	5
COc1ccnc(CN(C)C(=O)C2CCC(=O)N(Cc3cccc(C(F)(F)F)c3)C2)c1 (centres undefined)	1	-6	-1	0	-3	-8	0	-1	6	0
CCCCCCCCN1C(=O)[C@H](CC(=O)NCc2cccs2)C[C@@]2(C(=O)OC)CC(C)(C)CC=C12	0	2	3	-13	.	8	-3	1	-4	-2
CCn1c(SCC(=O)Nc2ccccc2)nnc1-c1cccs1	-3	-1	3	-3	-6	-3	12	-1	3	0
CCOC(=O)CNC(=O)CNC(=O)c1nn(-c2ccc(OC)c(Cl)c2)c(=O)c2ccccc12	3	-6	-6	-5	-6	3	2	8	-3	-2
Nc1n[nH]c(C2CC2)c1N=Nc1ccc(Cl)cc1	4	-3	-6	0	.	4	3	7	-1	-4
Cc1cccc(C)c1OCC(=O)NCC1CCCO1 (centres undefined)	2	2	0	8	-1	-5	9	2	10	-1
Cc1ccccc1C(=O)NNC(=O)c1ccc(F)cc1	-2	1	6	-10	3	-3	9	12	1	0
CCc1nccn1CCC(=O)N1CCCC(Nc2ccc(F)cc2)C1 (centres undefined)	-2	-2	2	-3	1	-1	-5	1	10	-1
COc1ccc(C(=O)N2CCN(c3ccc([N+](=O)[O-])c(-n4nc(C)cc4C)c3)CC2)cc1	-2	-2	2	-4	-6	-4	-9	3	5	-2
O=c1[nH]c(Nc2ccccc2)cc2ccccc12	37*	-4	0	9	10	-1	69*	-1	-4	4
COc1cccc(-n2c(Cc3cc(=O)[nH]c(=O)[nH]3)nnc2SCC(=O)N2CCCC2)c1	-4	-1	6	0	10	-1	1	-7	13	-1
O=C(NC(=S)Nc1cccc([N+](=O)[O-])c1)C1CCCC1	88*	-5	-12	3	-14	3	14	1	3	4
COc1cccc(Nc2nnc(SCN3C(=O)c4ccccc4C3=O)s2)c1	3	-1	9	-2	-2	2	2	0	3	1
CCOC(=O)CN1C(=O)N[C@@H](c2cccs2)C(C(C)=O)=C1C	0	0	5	3	-2	2	6	6	2	-1
CCCNC(=O)c1onc(CSc2ccccn2)c1C(=O)NCCC	1	-5	6	6	-1	-4	-8	2	-2	1
COc1ccc(NC(C)=O)cc1NC(=O)c1cccc(C(F)(F)F)c1	5	5	4	-2	1	-4	12	3	6	-2
CC(=O)Nc1ccc(S(=O)(=O)N(C)CC(=O)N/N=C/c2cccc(O)c2)cc1	3	-2	2	0	0	0	0	10	1	-1
COc1ccc(-c2cc(NC=O)c3ncc(-c4cccc(C(=O)NCCN(C)C)c4)n3c2)cn1	-4	6	1	3	.	6	16	-3	-4	1
CCCCN(CC)CCCNC(=O)C1CCN(c2ncnc3c2sc2cccc(F)c23)CC1	-3	8	-2	3	7	2	-16	-6	-3	-2
O=C(CCC(=O)NC1CCCCC1)NCc1ccc(F)cc1	-2	3	4	9	2	-3	48*	-1	-1	1
COc1ccc(C(=O)Oc2ccc(C(=S)N3CCOCC3)cc2)cc1	-3	0	-3	-6	-8	-2	-18	-11	8	57*
CC(C)Nc1ncnc2c1ncn2[C@H]1CN(Cc2ccc3c(c2)OCO3)C[C@@H](CO)O1	4	2	0	-2	.	0	6	5	1	-5
C=CCNc1nc(Cl)nc(NCc2ccco2)n1	-1	-1	7	3	-3	1	-12	-1	3	0
Cc1noc(C(=O)Nc2ccc(C#N)cc2)c1Cl	4	-4	3	0	2	1	16	-2	2	-3
COc1ccc(C(C)(C)C)cc1NC(=O)C1CC=CCC1C(=O)O (centres undefined)	0	-1	4	-5	11	2	15	4	9	2
O=C(c1ccccc1)N(Cc1ccc(F)cc1)Cc1nc2ccccc2c(=O)[nH]1	1	-1	-3	6	2	-6	8	-6	-7	-1
O=C(c1cnc(N2CCN(c3ccccn3)CC2)c2ccccc12)N1CCN(c2cccc(Cl)c2)CC1	2	1	7	6	-31	6	0	-1	-2	3
CCCNC(=O)Cn1sc2nc(C)cc(C)c2c1=O	-6	-2	0	8	3	-1	2	1	-6	93*
CC(C)(C)C1CCC2(CC1)SCC(=O)N2c1ccccc1 (centres undefined)	7	-4	.	-2	4	2	-20	-3	-3	-3
CCOc1ccc(N2CC(C(=O)Nc3ccccc3C(=O)NC3CC3)CC2=O)cc1 (centres undefined)	-2	4	0	-2	-3	-8	11	2	9	-1
COc1ccc2ccccc2c1/C=N/NC(=O)c1nnn(-c2nonc2N)c1CN(C)C	1	-3	-1	8	4	2	-2	2	7	0
CC(C)NC(=O)NC1CCN(CC(=O)Nc2ccc3c(c2)OCCO3)CC1	-4	1	-5	5	.	3	5	-5	.	4
Cc1cccc(C(=O)N(C(=O)c2cccc(C)c2)N(C)C)c1	2	-1	-9	3	-9	-1	-1	-3	1	1
CCN(C(=O)CSc1ncnc2sccc12)c1c(N)n(Cc2ccccc2)c(=O)[nH]c1=O	2	-4	1	2	-1	6	0	4	-2	-3
CN1CCN(C(=O)CCn2c(=O)c3cccn3c3cccnc32)CC1	2	3	2	7	-4	-2	11	2	13	-2
CC(C)Cc1nc(NCCN2CCOCC2)c(C#N)c2c1COC(C)(C)C2	2	0	2	2	-7	-3	-1	-4	-6	1
CCOC(=O)Cc1c(C)nc2c(C#N)c[nH]n2c1=O	1	0	1	1	-1	5	-16	-1	-2	0

Individual results from the list.
Under PRMT1 FP inh, CCOC(=O)Cc1c(C)nc2c(C#N)c[nH]n2c1=O has the entry 0
Under SIAE primary, CN1CCN(C(=O)CCn2c(=O)c3cccn3c3cccnc32)CC1 has the entry 2
Under HTRA1 inhibitor, CCOc1ccc(N2CC(C(=O)Nc3ccccc3C(=O)NC3CC3)CC2=O)cc1 (centres undefined) has the entry -3

A portion of the library. The share of hits here may be higher or lower than overall.
